TAG inh: inhibitors of triacylglycerol accumulation, primary screen, cell-based, uHTS, fluorescence, H9c2; H9c2 cells, Nile Red lipid (TAG) fluorescence; cells loaded with 200 µM oleic acid; actives 0.66% (n = 230,000); inhibition, % at 12.5 µM; AID 651582, 2012;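 active means pattern-corrected inhibition of lipid staining of at least 50% with the nuclear-stain viability signal not falling by more than 50%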;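 further: 0% = DMSO wells and 100% = triacsin C control wells; some results filed as inactive read as strong as hits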
TAG inh DAPI viability: also measured in TAG inh; calls as there; DAPI nuclei signal change (viability), lower = more cytotoxic, %;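 whole-well DAPI fluorescence read on a plate reader as a viability signal; minus 50 percent equals half of cells still viable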
Active calls of the source: *.

Start of the listing, in advance (2 entries):
SMILES	TAG inh	TAG inh DAPI viability
CCCN(c1ccc(OCC)cc1)c1ncnc2nc[nH]c12	1.7	-1.5
O=C(N/N=C/c1cccc([N+](=O)[O-])c1)c1ccc(Br)cc1	-8.4	-6.1

All compounds of this part, repeating the preview:
SMILES	TAG inh	TAG inh DAPI viability
CCCN(c1ccc(OCC)cc1)c1ncnc2nc[nH]c12	1.7	-1.5
O=C(N/N=C/c1cccc([N+](=O)[O-])c1)c1ccc(Br)cc1	-8.4	-6.1
COC(=O)c1cccc(Nc2nc3ccccc3nc2C)c1	-7.1	-1.9
CN(C)S(=O)(=O)c1ccc(C(=O)NCCSc2ccccc2)cc1	7.9	4.8
CCc1nnc(NC(=O)c2ccc(Cl)c(S(=O)(=O)N3CCc4ccccc43)c2)s1	6.7	-13.9
CC12CCC(C[N+](C)(C)C1)C2(C)C (stereo not given)	15.0	-3.7
CCn1c(SCC(=O)NCCc2ccccc2)nnc1-c1cccs1	-5.8	-6.5
O=C(N/N=C/c1ccncc1)C12CC3CC(CC(C3)C1)C2	0.0	-2.5
CCOC(=O)c1c(N)sn(-c2ccccc2)c1=S	19.4	-2.6
CCCCN(C)C(=O)CC(NS(=O)(=O)c1ccc(NC(C)=O)cc1)C(C)C (stereo not given)	9.7	-0.6
Nc1nc(SCC(=O)Nc2ccc(Cl)cn2)n[nH]1	4.5	-2.3
O=C(N/N=C/c1ccncc1)c1ccccc1OCc1ccc(Br)cc1	16.2	-12.2

An excerpt from above in order of count of non-hydrogen atoms, lowest first.
SMILES	TAG inh	TAG inh DAPI viability
CC12CCC(C[N+](C)(C)C1)C2(C)C (stereo not given)	15.0	-3.7
O=C(N/N=C/c1ccncc1)C12CC3CC(CC(C3)C1)C2	0.0	-2.5
CCCN(c1ccc(OCC)cc1)c1ncnc2nc[nH]c12	1.7	-1.5
CN(C)S(=O)(=O)c1ccc(C(=O)NCCSc2ccccc2)cc1	7.9	4.8
CCc1nnc(NC(=O)c2ccc(Cl)c(S(=O)(=O)N3CCc4ccccc43)c2)s1	6.7	-13.9

(continued)
SMILES	TAG inh	TAG inh DAPI viability
O/N=C\c1cccn1-c1ccc(Br)cc1	32.0	-24.8
Cc1cccc(Cl)c1NC(=O)N1CCCN(c2nc3ccc(Cl)cc3s2)CC1	0.4	0.2
Cc1ccc(-n2cccc2/C=C2/C(=N)N3C(=NC2=O)SN=C3S(C)(=O)=O)cc1	7.9	-8.2
CC(C)[C@H](NS(=O)(=O)/C=C/c1ccccc1)C(=O)OCC(=O)NC(N)=O	-2.1	0.5
Cc1ccc(S(=O)(=O)N(C)C)cc1NC(=O)CSc1ncn[nH]1	-6.9	-4.3
COc1cccc(OC)c1C(=O)Nc1nc2ccc([N+](=O)[O-])cc2s1	-2.7	-2.3
CCOC(=O)c1sc2nccc(N(C)C)c2c1N=CN(C)C	-13.0	2.7
O=C1C2CC(O)CN2C(=O)N1c1ccccc1 (stereo not given)	11.9	-1.5
CC1CC1C(=O)Nc1nc(-c2ccccn2)cs1 (stereo not given)	-19.3	-12.7
CC(=O)N1CCCc2cc(S(=O)(=O)N(C)CC(=O)Nc3ccccc3)ccc21	-0.3	-1.9
S=C1NCN(C2CCCCC2)CN1CCc1ccccc1	-3.8	-9.4
S=C(N/N=C/c1ccc2ncccc2c1)Nc1ccccc1	10.2	-8.5
c1ccc2cc(N3CCCCC3)ccc2c1	6.5	0.1
COc1ccc(N2C(=O)CSC23C(=O)N2CCCc4cccc3c42)cc1 (stereo not given)	0.1	-4.6
CN1CCN(C(=O)c2ccc(CN(c3ccccc3)S(=O)(=O)c3ccccc3)cc2)CC1	-4.2	-0.8
Cc1ccccc1C(=O)c1cccn1CC(=O)NCc1ccco1	-9.9	8.1
O=C(NCC(=O)N(c1ccccc1)C(C(=O)NC1CCCC1)c1ccncc1)c1ccco1 (stereo not given)	-18.7	-4.0
CCOC(=O)C1=C(c2ccccc2)c2ccccc2OC1C(=O)OCC (stereo not given)	-12.9	10.8
CC(=O)Nc1cc(C(=O)c2ccccc2)ccc1N1CCOCC1	16.0	2.3
CNC(=O)C[C@H]1C(=O)N(c2ccccc2)C[C@@H]1CSC	-4.7	-2.0
CC(Oc1cccc(Br)c1)C(=O)N1CCCN(C)CC1 (stereo not given)	-3.2	5.6
CCOc1ccccc1OCC(=O)Nc1ccc(N2CCOCC2)cc1N1CCOCC1	-15.4	2.3
O=C(CNc1cc(S(=O)(=O)N2CCOCC2)ccc1N1CCCC1)Nc1ccc(Cl)cc1F	-2.0	-7.5
COc1cc(C=C2NC(=O)NC2=O)ccc1O	20.6	4.2
Cc1ccc(-c2c3c(=O)n(C)c(=O)n(C)c3cn2-c2ccccc2O)cc1	19.1	-14.8
COc1ccc2ccccc2c1/C=N/NC(=O)c1cc(C)[nH]n1	6.9	-2.7
CN1CC(=O)Nc2ccc(F)cc2C1=O	6.7	11.1
CNC(=S)/N=C/NOCc1ccc(Cl)cc1Cl	-11.1	3.8
O=C(CCc1ccccc1)C(=O)N1CCCC(C(=O)c2cccc(Cl)c2)C1 (stereo not given)	2.6	-5.5
Cc1c(NC(=O)COC(=O)Cc2ccc(F)cc2)c(=O)n(-c2ccccc2)n1C	3.7	-4.7
CC(=O)c1nn(-c2ccc(Br)cc2)cc1C(=O)c1ccccc1	7.5	3.7
CCCCC[C@@H]1C=C(C(=O)O)[C@H](c2ccc(F)cc2)N1S(=O)(=O)c1ccc(C)cc1	0.8	8.0
Cc1ccc(-n2ncc3c(=O)[nH]c(SCC(=O)N4CCOCC4)nc32)cc1	-4.9	3.4
CCOc1ccc(CCNC(=O)CCc2nc3ccccc3[nH]2)cc1OCC	16.3	-13.1
Cc1ccc(NCN2C(=O)C3C4C=CC(C4)C3C2=O)cc1 (stereo not given)	17.1	-9.7
Cc1ccnc(NC(=O)CNC(=O)c2ccco2)c1	-2.0	4.8
O=[N+]([O-])c1ccc(COc2ccccc2CN2CCCCC2)cc1	1.7	15.2
O=C(Cn1cncn1)N/N=C/c1c2ccccc2cc2ccccc12	11.4	-14.7
O=C(N/N=C/c1c(O)n(Cc2ccccc2)c(=O)c2ccccc12)c1cccnc1	-2.8	-2.5
CCOC(=O)C(Cc1ccc(N)cc1)N1C(=O)c2ccccc2C1=O (stereo not given)	-4.1	0.0
CCn1c(=O)c2cc(C(=O)NCCN3CCOCC3)sc2c2ccccc21	35.5	19.6
CC(NC(=O)CNC(=O)c1ccccc1Br)c1cccs1 (stereo not given)	-25.8	5.6
O=C(CCc1nnc(COc2ccccc2)o1)NC1(c2ccccc2)CC1	5.7	-1.2
COc1cccc(-c2nc(-c3ccc(NC(=O)c4cccs4)cc3)no2)c1	17.5	0.3
Cc1ccc(N(CCC(=O)O)S(=O)(=O)c2cccc(C(F)(F)F)c2)cc1	0.3	-5.2
Cn1c(=O)c2c(=O)cc(NNC(=O)C(C)(C)C)[nH]c2n(C)c1=O	-1.0	3.7
Cc1cccc(OCc2nnc(SC(C)C(=O)Nc3ccc(N4CCOCC4)cc3)o2)c1 (stereo not given)	-5.1	6.6
CCOc1ncccc1C(=O)Nc1nc(C(C)(C)C)cs1	9.6	2.2
c1cc(-c2cn(C[C@H]3CC[C@@H]([C@@H]4CC[C@H](Cn5cc(-c6ccsc6)nn5)O4)O3)nn2)cs1	12.0	-0.7
COc1cccc(C(=O)NC(=S)Nn2cnnc2)c1OC	-4.2	-2.8
COc1cc(Cl)ccc1OCc1cc(C(=O)NC2CCc3ccccc32)no1 (stereo not given)	-30.8	0.4
O=S(=O)(Nc1cc(S(=O)(=O)N2CCOCC2)ccc1N1CCCC1)c1cccs1	-4.3	4.8
Cc1nccn1CCCN1C(=O)CNC1=S	-5.7	-5.4
O=C(COC(=O)c1ccc2c(c1)OCO2)Nc1nc(-c2ccccc2)cs1	-23.8	9.1
COc1ccc(NC(=O)CN2C(=O)NC3(CC(C)CC(C)(C)C3)C2=O)cc1S(=O)(=O)N1CCCCC1 (stereo not given)	-11.9	-6.6
Cc1nnc(SCC(=O)NC2CCS(=O)(=O)C2)n1-c1ccccc1 (stereo not given)	4.0	-8.4
CCOc1ccc(C(=O)CCN2CCCCC2)cc1	-12.0	7.8
CC[C@H](C)[C@H]1CNC(=S)N1CC1CCN(CC2CCC(C)CC2)CC1 (stereo not given in full)	-5.8	3.2
CC(=O)Nc1cc(-c2cccc(C(=O)NCCO)c2)cn2c(-c3cccc(C(F)(F)F)c3)cnc12	6.7	0.5
CCSC(=Nc1ccccc1)N1CCOCC1	-6.7	6.0
(cont.)
SMILES	TAG inh	TAG inh DAPI viability
COC(Cc1n[nH]c(=S)n1-c1ccc(Cl)cc1)OC	2.8	3.2
COc1ccc(C(C)(C)C)cc1NC(=O)CCc1c(C)noc1C	-17.4	0.0
O=C(CCl)Nc1cn(-c2ccccc2)nc1-c1ccccc1	16.7	-7.8
CC(=O)Nc1ccc(NC(=O)c2ccc(CSc3ccccc3)o2)cc1	-10.2	8.7
COc1ccc(CCNC(=O)COC(=O)C2CCCCC2)cc1	7.5	-9.1
COC(=O)c1c(SCC(=O)Nc2ccc(C)c(C)c2)nc(=O)[nH]c1C	-7.9	2.4
CCOC(=O)CSc1nc2sc3c(c2c(=O)[nH]1)CC(C)(CC)OC3 (stereo not given)	-5.5	29.0
Cc1ccc(S(=O)(=O)N2CCC(C(=O)OCCOc3cccc(C)c3)CC2)cc1	-7.6	-1.0
Cc1nnc(NCc2ccco2)c2ccccc12	4.0	-10.2
O=[n+]1c2c(n([O-])c3cc(Br)ccc31)CCC2	0.8	5.0
CC(C(=O)NC1CCCC1)N(C(=O)c1ccc(-c2ccccc2)[nH]1)c1ccccc1F (stereo not given)	-21.8	9.8
O=C(NCc1ccon1)c1ccc(OC2CCN(CCc3ccccc3)CC2)cc1	1.8	0.7

Single records, as listed above:
Record of Cc1ccc(NCN2C(=O)C3C4C=CC(C4)C3C2=O)cc1 (stereo not given) = TAG inh: 17.1; TAG inh DAPI viability: -9.7
Record of COc1ccc2ccccc2c1/C=N/NC(=O)c1cc(C)[nH]n1 = TAG inh: 6.9; TAG inh DAPI viability: -2.7

Exported with each value named: entries from further up
COc1ccc(CCNC(=O)COC(=O)C2CCCCC2)cc1
  TAG inh: 7.5 | TAG inh DAPI viability: -9.1
COC(=O)c1c(SCC(=O)Nc2ccc(C)c(C)c2)nc(=O)[nH]c1C
  TAG inh: -7.9 | TAG inh DAPI viability: 2.4
CCOC(=O)CSc1nc2sc3c(c2c(=O)[nH]1)CC(C)(CC)OC3 (stereo not given)
  TAG inh: -5.5 | TAG inh DAPI viability: 29.0
Cc1ccc(S(=O)(=O)N2CCC(C(=O)OCCOc3cccc(C)c3)CC2)cc1
  TAG inh: -7.6 | TAG inh DAPI viability: -1.0

Next records follow:
SMILES	TAG inh	TAG inh DAPI viability
COC(=O)c1sccc1S(=O)(=O)Nc1ccc(C(O)(C(F)(F)F)C(F)(F)F)cc1	-17.4	6.6
COC(=O)c1cn(-c2ccccc2)nc1-c1cccnc1	15.3	-4.6
CCOCCCNC(c1ccccc1)c1ccncc1 (stereo not given)	3.4	-0.2
CCN(CC)CCn1c(=S)[nH]c2cc(C(=O)NCCc3ccc(OC)c(OC)c3)ccc2c1=O	4.0	14.7
CC(OC(=O)c1nc(Cl)ccc1Cl)C(=O)NCc1ccccc1 (stereo not given)	4.6	9.9
CCc1ccc(C(=O)Nc2cc(C)ccc2F)s1	-8.6	7.0
Clc1cc(/C=N\NC2=NCCN2)cc(Cl)n1	-0.4	6.3
O=C(CS(=O)(=O)Cc1ccccc1)Nc1ccc(Cl)cn1	-23.9	17.0
O=C(CSc1nc(=O)n2cc(Cl)ccc2n1)NCCc1ccccc1	4.0	-2.8
CC(=O)c1sc(N)c(C(=O)OC(C)C)c1C	-3.7	3.0
Clc1ccc(-c2nnc(CSc3nnc(-c4cccs4)o3)o2)cc1	1.2	5.6
Clc1ccccc1Cc1noc(CN2CCCCC2c2ccccn2)n1 (stereo not given)	-14.2	3.1
Cc1c(N(C)C)nc2ccccc2c1N	-6.4	-6.1
Cc1ccc2nc3n(c(=O)c2c1)-c1cc2ccccc2cc1C(=O)NC3CC(C)C (stereo not given)	24.4	-14.3
Cc1sc(NC(=O)CSc2nnnn2C(C)C)c(C#N)c1C	15.9	-7.7
Cc1sc2nc(CN(C(=O)NCc3ccccc3)C3CCCC3)[nH]c(=O)c2c1C	-2.4	9.6
O=c1ccn(CCc2c[nH]c3ccccc23)c2c1CCCC2	2.9	-7.6
COc1ccc(-c2nc(C#N)c(NCCc3ccccc3)o2)cc1OC	6.3	1.9
Cc1ccccc1CCN(C(=O)Cn1nnc2ccccc21)C(C(=O)NCC1CCCO1)c1nc2ccccc2n1C (stereo not given)	-13.0	-5.6
CC12CN(C(=O)c3ccccc3)C3(C#N)CC1CCC23C (stereo not given)	6.5	-10.8
NC(=O)c1ccc(-c2c(-c3ccccc3)sc3ccccc23)cc1	7.2	-2.1
O=C(OC1CCCCC1)c1ccc(NC(=O)C2CCCCC2)cc1	45.7	-7.5
CCOC(=O)c1nn(-c2ccccc2)c(=O)cc1SC1CCCCC1	22.9	-3.9
CCc1ccc(C(=O)N2CCN(S(=O)(=O)c3sc(C(=O)O)c(C)c3C(=O)O)CC2)cc1	-8.9	-2.4
CCN(CC(=O)Nc1c(F)cccc1F)C(=O)C1CCN(c2ncnc3sc(C)c(C)c23)CC1	-19.9	-3.8
O=C(NCc1ccccc1Cl)c1cc([N+](=O)[O-])ccc1Cl	3.7	-5.3
CCN(C(=O)CSc1nc2ccc([N+](=O)[O-])cc2s1)c1c(N)n(Cc2ccccc2)c(=O)[nH]c1=O	19.0	-7.1
CN1CCCC(n2nc(Cc3ccc(Cl)cc3)c3ccccc3c2=O)CC1 (stereo not given)	84.6*	-46.1*
O=C(Nc1nc2ccsc2c(=O)s1)c1ccc(F)cc1Cl	-1.2	3.4
CN1CCN(/N=C/c2nc(-c3cccc([N+](=O)[O-])c3)n3ccccc23)CC1	2.4	6.0

From PubChem BioAssay

The list is partial (hit frequency here may not be typical).
